Assay outcomes: PubChem BioAssay, several laboratories
PKA-R1A activ: activators of PKA-R1A complex; P00514+P68181; PKA-R1A dissociation, Cy5-IP20 fluorescence polarization; scaled: DMSO 0%, 113 µM cGMP 100%; activation, % at 11.4 µM; 340,000 tested, 0.083% active; AID 504707;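 active means percent activation above the mean of all tested compounds plus 3 SD, cut at about 19% in these data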;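 further: higher means more PKAc released from R1A so a rise in polarization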
MOR-DOR ag: agonists of human mu-delta opioid receptor heterodimerization. 340,000 tested, 0.3% active. cells, OPRM1-OPRD1 heterodimerization, luminescence. activation, % at 9.3 µM; in the data active means activation above about 18%;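 further: 0% = vehicle-treated cells and 100% = reference agonist; values of inactives mirror those of a sister screen read the other way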
PfHsp90 yeast 2: reduces growth (ATP signal) of yeast expressing P. falciparum Hsp90. inhibition, % at 9.4 µM. 310,000 tested, 0.32% active. S. cerevisiae expressing PfHsp90, BacTiter-Glo ATP, 48 h; yeast lacking PDR1 and PDR3 efflux regulators;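 active means every replicate shows inhibition above about 80%, whatever the replicate mean, limit read from the data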;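 further: 0% = DMSO neutral controls and 100% = 20 µM radicicol positive controls; yeast relying on Plasmodium falciparum Hsp90 in place of its own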
PKA-R2B activ: activates the human PKA-R2B holoenzyme complex | P22694+P31323 | PKA-R2B holoenzyme dissociation, Cy5-IP20 fluorescence polarization; R2B truncated from residue 108, S112A mutant; 0% DMSO only, 100% 113 µM cGMP | 340,000 tested, 0.079% active | activation, % at 11.4 µM;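 active means activation above a cutoff set at the mean over all compounds plus 3 SD, cut at about 18% in these data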;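 further: higher means more holoenzyme dissociation and a rise in polarization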
Target sequence (P31323 whole entry, looked up, other chains not shown, the tested form may be a part): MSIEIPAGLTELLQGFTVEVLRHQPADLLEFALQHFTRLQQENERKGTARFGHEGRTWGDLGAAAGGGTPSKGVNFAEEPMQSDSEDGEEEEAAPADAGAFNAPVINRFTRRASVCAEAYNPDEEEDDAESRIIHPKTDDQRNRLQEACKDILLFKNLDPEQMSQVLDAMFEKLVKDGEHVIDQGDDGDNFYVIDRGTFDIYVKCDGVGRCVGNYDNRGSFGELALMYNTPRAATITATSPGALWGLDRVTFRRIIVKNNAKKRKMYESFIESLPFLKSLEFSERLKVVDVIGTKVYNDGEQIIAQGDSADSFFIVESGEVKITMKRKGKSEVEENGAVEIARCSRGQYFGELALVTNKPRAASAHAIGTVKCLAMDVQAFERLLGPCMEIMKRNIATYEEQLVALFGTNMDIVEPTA
OPRM1-OPRD1 inv: inverse agonist of human OPRM1-OPRD1 heterodimerization. P35372+P41143. cell-based MOR-DOR heterodimer luminescence, inverse agonism. inhibition, % at 9.3 µM. 340,000 tested, 0.21% active. AID 504357; in the data active means inhibition above about 22%, passing the limit was not always enough;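 further: 0% = cells with DMSO and 100% = wells without cells with DMSO; values of inactives mirror those of a sister screen read the other way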
Mot1-301 SUMO: inhibitors of SUMOylation pathway: yeast Mot1-301 growth rescue. S. cerevisiae Mot1-301 growth rescue, ATP luminescence, 38.5C; percent above DMSO median, 100 means doubled. growth rescue, % at 18.8 µM. 320,000 tested, 1% active. AID 2716;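 active means every valid replicate shows activation above 250% relative to neutral control wells; inactive means the rest, any valid replicate at or below 250%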;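 further: OY570 slx delta 5 strain wells were the positive control but not used for scaling; some compounds called inactive have numbers as strong as hits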
HTR5A inv ctr: counter-screen for OPRM1-OPRD1 inverse agonists: human HTR5A inverse agonism; P47898; HTR5A cell line, luminescence; inhibition, % at 9.3 µM; 340,000 tested, 0.083% active; in the data active means inhibition mostly above about 23%, no sharp cut-off; inactive means mostly below about 18%;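 further: 0% = cells with DMSO and 100% = no-cell wells with DMSO; some compounds called inactive have numbers as strong as hits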
Target sequence (P47898 whole entry, looked up): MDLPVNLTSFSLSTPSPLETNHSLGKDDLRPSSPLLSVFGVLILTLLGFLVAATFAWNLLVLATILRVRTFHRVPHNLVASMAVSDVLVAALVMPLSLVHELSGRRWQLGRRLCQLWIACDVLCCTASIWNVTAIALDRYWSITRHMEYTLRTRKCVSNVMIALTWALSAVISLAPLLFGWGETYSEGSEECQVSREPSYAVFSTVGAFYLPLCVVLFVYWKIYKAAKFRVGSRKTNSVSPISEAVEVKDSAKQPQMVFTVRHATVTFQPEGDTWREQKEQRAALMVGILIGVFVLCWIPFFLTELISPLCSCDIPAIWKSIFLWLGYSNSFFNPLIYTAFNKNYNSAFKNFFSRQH
Tat export inh: inhibitors of E. coli Tat protein transport | E. coli MC4100 TorA-mCherry Tat export, fluorescence | inhibition, % at 10 µM | 340,000 tested, 0.036% active;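 active means mean replicate inhibition at least 50% and at least half of replicates individually reaching 50%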;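 further: exported cargo escapes ClpAP degradation while cytoplasmic cargo is degraded and loses fluorescence; 0% = median of neutral control wells and 100% = median of NaSCN control wells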
E coli growth: reduces bacterial viability in AddAB counter-screen. inhibition, % at 11.9 µM. 330,000 tested, 0.27% active. E. coli V3065 growth, OD600 absorbance, 18 h. AID 449728;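 active means inhibition above the campaign's mean inhibition across all tested compounds plus 3 SD, cut at about 9.9% in these data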;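 further: uninfected addAB+ strain grown without phage in ampicillin broth; 0% = DMSO wells and 100% = ciprofloxacin 0.95 µg/ml wells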
phage Ecoli inh: E. coli growth loss with phage present; growth absorbance; inhibition, % at 11.9 µM; 360,000 tested, 0.26% active; AID 651602; in the data active means inhibition above about 11%
AddAB inh: less growth of phage-infected E. coli with AddAB. 330,000 tested, 0.29% active. inhibition, % at 11.9 µM. E. coli expressing H. pylori AddAB, absorbance growth; in the data active means inhibition above about 12%;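 further: 0% = vehicle wells of infected cells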
The depositor's hits bear a star; . = not tested or not shown. Rows were taken by chance; about 2.2% have a hit in one of these screens.

SMILES	PKA-R1A activ	MOR-DOR ag	PfHsp90 yeast 2	PKA-R2B activ	OPRM1-OPRD1 inv	Mot1-301 SUMO	HTR5A inv ctr	Tat export inh	E coli growth	phage Ecoli inh	AddAB inh
CCCc1nnc(SCC(=O)Nc2cc(C)on2)n1CCOC	0	-1.9	20	7	12	2	-33	1	-2.5	1.4	3.2
COc1ccc(CNC(=S)Nc2ccc(S(N)(=O)=O)cc2)cc1	-2	-0.5	-6	-2	2	-11	-10	5	3.1	2.9	2.3
CCC(=O)Nc1ccc(Cl)c(NC(=O)C(C)C)c1	-3	0.1	16	-16	-1	-5	-30	-1	1.2	0.2	0.6
CN(C)C=Nc1ccc2nc3c(cc2c1)[nH]c1ccccc13	-11	8.1	3	0	-41	31	-14	-6	-1.2	1.8	-0.8
Cn1c(=O)c(C(=O)CSc2ccccc2)c(N)n(Cc2ccccc2)c1=O	-2	4.2	-2	0	-23	-1	-8	0	-0.6	3.0	1.7
CCOC(=O)Nc1c(C)n(C)n(-c2ccccc2)c1=O	0	0.1	.	-3	-1	-3	-27	-4	0.2	0.6	2.2
CCOC(=O)N1CCN(C(=O)C2CCN(S(=O)(=O)c3c(C)cc(C)cc3C)CC2)CC1	-1	-0.8	.	-11	3	-14	-12	-4	-0.3	0.9	3.6
COCCCNC(=O)C(=O)NCCCOC(C)C	-7	-1.5	.	-13	8	-8	3	-13	4.8	3.5	2.7
COc1ccc(C(CNC(=O)Cc2cc(OC)c(OC)c(OC)c2)N2CCCC2)cc1 (stereo not given)	4	-2.5	-4	12	13	1	-21	-9	-2.1	0.7	-2.1
CC(=O)N(c1ccc(C(F)(F)F)cc1)S(=O)(=O)c1ccc(N2C(=O)CCC2=O)cc1	8	-1.4	-29	-12	8	-11	9	-12	1.5	0.0	3.4
Cc1ccc(C(=O)NCCOc2cccc(C)c2)cc1	2	0.3	17	-11	-2	13	11	-11	-0.9	2.3	2.4
Cc1ccc(-n2ncc(C#N)c2/N=C/N(C)C)cc1	-4	0.5	8	0	-3	-1	2	-1	-0.9	1.2	-0.7
CCCCN1C=C(C(=O)OC)C(c2ccccc2Cl)C(C(=O)OC)=C1	4	-1.2	-8	10	6	-14	4	2	-3.2	3.9	0.5
O=C(NN1C(=O)c2ccccc2C1=O)c1ccccc1[N+](=O)[O-]	8	-0.8	-8	6	4	-11	0	-2	3.0	3.3	0.2
COc1ccccc1C(=O)NC(=O)COC(=O)c1cnc(C)cn1	-3	1.8	-3	-4	-11	-10	-10	-4	1.3	1.6	-1.2
CCOC(=O)C1C(C)N=C2SCC(=O)N2C1c1cccc(Br)c1 (stereo not given)	-3	-0.7	5	-2	4	-9	-6	2	1.9	2.4	1.4
Cc1nnc(SCc2ccc(C(=O)c3ccc(Cl)cc3)o2)n1-c1ccccc1	-9	1.3	-5	-2	-8	-14	0	-7	-1.6	3.0	-0.1
Cc1cc2cc(C(c3nnnn3Cc3ccco3)N3CCCCC3)c(=O)[nH]c2cc1C (stereo not given)	6	-2.3	8	1	13	6	-8	-6	-2.2	-1.5	1.3
Cc1ccc(NC(=O)N2CCc3ccccc3C2)c(C)c1	-1	-2.4	-4	-10	12	32	20	27	0.0	-0.9	1.3
Cc1nc(CC(C)C)cc(C(=O)N2CCCC(CNS(=O)(=O)c3cccs3)C2)n1 (stereo not given)	0	-2.2	-7	-10	11	81	6	5	-1.0	2.4	0.8
COc1ccc(N2CCN(C(c3cccs3)C(C)NC(=O)C(=O)N3CCCCC3)CC2)cc1 (stereo not given)	-9	-2.2	20	-8	11	7	-6	-5	-2.4	1.8	1.7
COc1ccc(N2CCN(C(CNC(=O)c3ccco3)c3ccco3)CC2)cc1 (stereo not given)	-3	0.8	3	0	-5	-14	-11	1	-1.8	0.1	-0.2
COc1ccccc1C(=O)NCc1ccncc1	-7	-0.8	.	-14	4	11	-8	-10	1.0	0.6	1.2
Cc1ccc2cccc(OCc3ccc(F)cc3)c2n1	-5	-1.9	5	-2	9	-15	-9	8	-0.1	0.6	1.5
CC(=O)COc1ccccc1OC(=O)c1ccco1	0	-2.0	.	-6	10	.	-19	4	-0.9	3.2	-0.8
COc1cc(C2C(C(C)=O)=C(O)C(=O)N2CCN2CCOCC2)ccc1O (stereo not given)	1	-2.4	-8	-1	13	0	-26	2	0.7	0.9	0.3
CCCCN(C)C(=O)Cn1nc(-c2ccc(Cl)cc2)ccc1=O	-5	-3.1	-2	-3	15	-6	15	6	-4.1	-2.5	-0.2
O=C(CCCC(=O)NN=Cc1ccccc1Cl)NN=Cc1ccccc1Cl	-5	-2.7	30	-5	12	.	4	-8	.	3.8	.
COc1cc(OC)c2c(=O)c(OC)c(-c3ccc(OC)c(OC)c3)oc2c1	-2	0.7	-4	-3	-4	-5	-4	1	-0.8	.	6.4
CCOC(=O)/C(C#N)=C/Nc1ccsc1C(=O)OC	-3	-0.2	-12	-1	1	5	-3	-1	-0.1	2.4	0.2
O=C(NC1CCCC1)C(c1cccs1)N(C(=O)c1ccco1)c1ccc2c(c1)OCCO2 (stereo not given)	8	-1.1	8	2	6	15	-17	1	-0.4	0.8	6.5
COc1cc(OC)c(OC)cc1CNC(=O)c1cccc(S(=O)(=O)N2CCc3ccccc3C2)c1	-15	0.3	.	-14	-2	.	-25	11	.	4.5	.
FC(F)(F)c1ccc(-c2noc(CN3CCCN(C4CCCCC4)CC3)n2)cc1	-3	-0.2	29	4	1	98	7	-1	1.3	3.2	1.3
O=C(Cc1ccc(Cl)cc1)NCCS(=O)(=O)N1CCN(c2ccccc2F)CC1	-2	1.1	.	1	-7	143	-10	-4	-1.0	-0.9	-0.2
COc1ccccc1NC(=O)CSc1nn2c(=O)c(C)nnc2s1	5	1.2	11	3	-4	-1	26	1	4.1	1.5	-0.6
COc1ccc(C2CC(=O)c3cnc(NC(=O)c4ccccc4)nc3C2)cc1OC (stereo not given)	1	0.4	50	5	-2	.	-20	7	1.6	3.8	0.9
COc1ccc(C2=NOC(CNC(N)=S)C2)cc1 (stereo not given)	-14	-2.1	-1	-6	11	.	-4	-9	-0.3	0.0	2.1
Cc1ccc(-c2csc(N(CC3CCCO3)C(=O)c3ccco3)n2)cc1 (stereo not given)	-8	4.4	-17	-9	-32	872	9	-1	-2.1	3.9	-0.9
COC(=O)C1=CN(c2ccc(OC)cc2)C=C(C(=O)OC)C1c1cccc(F)c1	-4	1.3	4	2	-6	-12	11	-1	1.3	0.4	0.5
CN(C)c1ccc(CNC(=O)CN(C)S(=O)(=O)c2cccc3cccnc23)cc1	13	0.3	15	9	-2	-16	-7	3	2.3	1.1	3.7

Some of the entries above in another layout:
Every second line gives: PKA-R1A activ | MOR-DOR ag | PfHsp90 yeast 2 | PKA-R2B activ | OPRM1-OPRD1 inv | Mot1-301 SUMO | HTR5A inv ctr | Tat export inh | E coli growth | phage Ecoli inh | AddAB inh
- FC(F)(F)c1ccc(-c2noc(CN3CCCN(C4CCCCC4)CC3)n2)cc1
→ -3 | -0.2 | 29 | 4 | 1 | 98 | 7 | -1 | 1.3 | 3.2 | 1.3
- O=C(Cc1ccc(Cl)cc1)NCCS(=O)(=O)N1CCN(c2ccccc2F)CC1
→ -2 | 1.1 | . | 1 | -7 | 143 | -10 | -4 | -1.0 | -0.9 | -0.2
- COc1ccccc1NC(=O)CSc1nn2c(=O)c(C)nnc2s1
→ 5 | 1.2 | 11 | 3 | -4 | -1 | 26 | 1 | 4.1 | 1.5 | -0.6
- COc1ccc(C2CC(=O)c3cnc(NC(=O)c4ccccc4)nc3C2)cc1OC (stereo not given)
→ 1 | 0.4 | 50 | 5 | -2 | . | -20 | 7 | 1.6 | 3.8 | 0.9
- COc1ccc(C2=NOC(CNC(N)=S)C2)cc1 (stereo not given)
→ -14 | -2.1 | -1 | -6 | 11 | . | -4 | -9 | -0.3 | 0.0 | 2.1
- Cc1ccc(-c2csc(N(CC3CCCO3)C(=O)c3ccco3)n2)cc1 (stereo not given)
→ -8 | 4.4 | -17 | -9 | -32 | 872 | 9 | -1 | -2.1 | 3.9 | -0.9
- COC(=O)C1=CN(c2ccc(OC)cc2)C=C(C(=O)OC)C1c1cccc(F)c1
→ -4 | 1.3 | 4 | 2 | -6 | -12 | 11 | -1 | 1.3 | 0.4 | 0.5
- CN(C)c1ccc(CNC(=O)CN(C)S(=O)(=O)c2cccc3cccnc23)cc1
→ 13 | 0.3 | 15 | 9 | -2 | -16 | -7 | 3 | 2.3 | 1.1 | 3.7

(listing goes on)
SMILES	PKA-R1A activ	MOR-DOR ag	PfHsp90 yeast 2	PKA-R2B activ	OPRM1-OPRD1 inv	Mot1-301 SUMO	HTR5A inv ctr	Tat export inh	E coli growth	phage Ecoli inh	AddAB inh
Cc1c(NC(=O)C2CCN(S(=O)(=O)c3ccccc3)CC2)c(=O)n(-c2ccccc2)n1C	-8	-4.8	3	1	24	.	-17	3	-1.2	1.4	-0.7
O=C(NCC(c1cccnc1)N1CCOCC1)Nc1ccccc1 (stereo not given)	-10	-3.5	-6	-2	19	11	-7	-15	-0.5	1.6	-0.2
COC(=O)c1c(C)[nH]c(C(=O)CN2C(=O)C3CC=CCC3C2=O)c1C (stereo not given)	-9	1.4	10	-18	-6	-12	-7	-1	-2.2	3.5	0.3
COc1ccc(Cc2nnc(NS(=O)(=O)c3ccccc3)s2)cc1	0	-1.5	-15	-7	7	781	-42	-7	0.2	3.0	4.6
COc1ccccc1NC(=O)Nc1nc(CC(=O)N2CCN(c3ccc(F)cc3)CC2)cs1	-3	1.9	-16	-2	-12	.	-1	-1	-0.7	6.6	-0.6
O=C(NC(Cc1cccc(F)c1)C(=O)O)C1CCCCC1 (stereo not given)	-17	-6.0	-5	-10	27	18	9	-14	1.0	0.2	0.8
O=C(CNc1cccc(S(=O)(=O)N2CCCC2)c1)Nc1cccc(C(F)(F)F)c1	2	0.6	47	-5	-2	0	-24	1	0.3	0.4	0.3
C[C@H]1CN([C@@H](C)CO)C(=O)Cc2cc(NC(=O)Cc3ccccc3)ccc2O[C@H]1CN(C)C(=O)Nc1cccc2ccccc12	-4	3.0	9	4	-17	11	-10	-6	-0.3	0.2	-0.1
COc1cccc(N2CC(C(=O)Nc3nnc(SCc4ccccn4)s3)CC2=O)c1 (stereo not given)	1	-3.0	-20	-11	16	2	-27	9	2.6	2.7	-1.2
CC1CN(Cc2nc3c(c(=O)[nH]c(=O)n3C)n2CCN2CCOCC2)CC(C)O1 (stereo not given)	-5	.	.	-11	.	2	.	-8	2.5	1.6	1.6
CCc1nnc(NC(=O)C2CCN(c3ncnc4sc(C)c(C)c34)CC2)s1	-5	-1.9	-9	8	8	29	8	3	5.0	1.4	3.0
C=C(C)CSc1nc2c(c(=O)[nH]c(=O)n2C)n1CCC(C)C	-9	3.8	-1	-8	-21	-12	-8	4	0.4	0.9	-0.4
